Compound activity from PubChem BioAssay.
BLM helicase inh = Bloom syndrome helicase (human) inhibition; hit rate 0.2% among 350,000; AID 2528; Potency, µM (doses to about 56.1 µM), without a hit: top-dose activity change, negative = inhibition, usual class: inhibitors; recombinant BLM DNA unwinding, fluorescence dequenching; P54132;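 also: plate controls were vehicle for no effect and no enzyme for full effect; nearly all actives have a fitted effect of over 35% in size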
Pol eta inh = DNA polymerase eta (human) inhibition; Q9Y253; hit rate 1.2% among 390,000; AID 588591; Potency, µM (doses to about 114 µM), without a hit: at the top dose activity change, negative = inhibition, actives largely listed as inhibitors; recombinant Pol eta, fluorescent DNA replication assay; also: % is scaled to controls: 0 for no effect and ±100 for the full control effect
Target sequence (Q9Y253 whole entry, looked up): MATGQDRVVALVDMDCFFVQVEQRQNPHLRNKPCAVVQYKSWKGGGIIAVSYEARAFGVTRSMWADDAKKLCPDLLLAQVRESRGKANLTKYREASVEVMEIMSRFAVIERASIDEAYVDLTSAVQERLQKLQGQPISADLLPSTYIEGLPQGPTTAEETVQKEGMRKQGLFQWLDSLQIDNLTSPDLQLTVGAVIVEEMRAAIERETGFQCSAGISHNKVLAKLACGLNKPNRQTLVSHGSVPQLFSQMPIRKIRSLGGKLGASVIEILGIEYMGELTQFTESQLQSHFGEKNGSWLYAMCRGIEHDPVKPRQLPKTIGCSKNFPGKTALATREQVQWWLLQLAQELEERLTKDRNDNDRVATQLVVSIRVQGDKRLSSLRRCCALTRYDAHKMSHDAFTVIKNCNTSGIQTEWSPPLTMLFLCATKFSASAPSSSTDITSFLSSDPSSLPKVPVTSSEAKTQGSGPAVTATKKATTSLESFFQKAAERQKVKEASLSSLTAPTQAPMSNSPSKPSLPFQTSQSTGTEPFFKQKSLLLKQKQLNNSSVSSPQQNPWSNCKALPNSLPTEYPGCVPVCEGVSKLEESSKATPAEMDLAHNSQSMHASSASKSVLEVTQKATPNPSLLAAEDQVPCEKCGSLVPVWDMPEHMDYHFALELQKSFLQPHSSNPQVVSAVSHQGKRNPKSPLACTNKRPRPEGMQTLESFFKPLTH
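Fluorescent replication assay: 50 nM final substrate added after a 15 min room-temperature compound preincubation with 10 nM enzyme. Signal taken at 0 min and again at 10 min.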
Pol iota inh = inhibitors of human DNA polymerase iota | Potency, µM (doses to about 115 µM), without a hit: at the top dose activity, negative = inhibition, actives largely listed as inhibitors | Q9UNA4 | hit rate 1% among 390,000 | Pol iota fluorescent replication assay, 10 min
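Fluorescent replication assay read twice, at 0 min and 10 min after adding 50 nM (final) substrate. Enzyme (10 nM) and compounds were first incubated 15 min at room temperature; enzyme-free buffer wells were negative controls.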
BAZ2B inh = BAZ2B (human) inhibition | AlphaScreen BAZ2B-H3K14Ac peptide displacement | AID 504333 | Potency, µM (titrated, usually from 114 µM), without a hit: at the highest dose activity change, negative = inhibition, hits mostly inhibitors | hit rate 4.4% among 360,000 | Q9UIF8; also: % is scaled to controls: 0 for no effect and ±100 for the full control effect; nearly all actives have a fitted effect of over 60% in size
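Protein-peptide AlphaScreen: BAZ2B 50 nM, b-H3K14Ac 50 nM, 1x PBS pH 7.4 + 0.01% Tween-20. Preincubation 30 min RT; cpd 30 min RT (top 110 uM); beads 20 min RT, light-protected.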
APE1 inh = blocks human APE1 abasic DNA cleavage. P27695. recombinant APE1, TAMRA/BHQ-2 abasic DNA cleavage fluorescence. Potency, µM (titrated, usually from 65.8 µM), for inactives: at the highest dose activity change, negative = inhibition, actives largely listed as inhibitors. hit rate 0.35% among 350,000. AID 2517;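 also: plate controls were vehicle for no effect and reference inhibitor for full effect; nearly all actives have a fitted effect of over 55% in size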
Target sequence (P27695 whole entry, looked up): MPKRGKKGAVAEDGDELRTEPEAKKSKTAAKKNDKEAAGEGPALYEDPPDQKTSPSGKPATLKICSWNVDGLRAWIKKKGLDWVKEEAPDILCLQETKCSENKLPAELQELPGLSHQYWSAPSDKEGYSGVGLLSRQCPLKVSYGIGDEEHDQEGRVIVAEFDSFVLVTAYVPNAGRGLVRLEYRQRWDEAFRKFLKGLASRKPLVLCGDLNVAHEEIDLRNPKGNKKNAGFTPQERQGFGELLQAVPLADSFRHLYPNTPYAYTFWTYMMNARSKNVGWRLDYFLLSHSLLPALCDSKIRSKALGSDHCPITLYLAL
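Quantitative HTS: incision of a TAMRA/BHQ-2 double-stranded substrate bearing a tetrahydrofuran abasic site by 0.75 nM APE1 raises fluorescence. Substrate 50 nM final, added after 15 min compound preincubation at room temperature; progress as third-minus-first kinetic read difference.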
Pol beta inh = blocks human DNA polymerase beta activity; Pol beta primer extension/strand displacement, fluorescence kinetic; Potency, µM (highest dose often 114 µM), inactives show at the highest dose activity change, negative = inhibition, hits mostly inhibitors; hit rate 1.3% among 340,000; AID 485314; also: % is scaled to controls: 0 for no effect and ±100 for the full control effect
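Pol beta (10 nM) and compounds were preincubated 15 min at room temperature, then 50 nM substrate (final) started primer extension/strand displacement. Reads were taken at 0 and 10 min; concentration-response data were fitted to a four-parameter Hill equation.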
JMJD2A Tudor = blocks the human JMJD2A Tudor domain. Potency, µM (doses to about 114 µM), inactives show top-dose activity change, negative = inhibition, actives largely listed as inhibitors. O75164. hit rate 4.4% among 390,000. AlphaScreen JMJD2A-Tudor / H3K4me3 peptide binding; also: % is scaled to controls: 0 for no effect and ±100 for the full control effect; nearly all actives have a fitted effect of over 50% in size
POLK inh = inhibitors of human DNA polymerase kappa; AID 588579; hit rate 0.53% among 400,000; purified Pol kappa, fluorescent DNA synthesis assay, 10 min; Q9UBT6; Potency, µM (highest dose often 107 µM), for inactives: at the top dose activity, negative = inhibition, hits mostly inhibitors; also: % is scaled to controls: 0 for no effect and ±100 for the full control effect
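Activity was followed as the change in fluorescence between reads at 0 and 10 min after starting the reaction with 50 nM substrate. Beforehand, 10 nM polymerase had been preincubated with compound for 15 min at room temperature.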
G9a inh = blocks human histone lysine methyltransferase G9a; Potency, µM (series often up to 102 µM), without a hit: at the highest dose activity, negative = inhibition, usual class: inhibitors; Q96KQ7; AID 504332; hit rate 8.8% among 350,000; G9a H3K9 monomethylation, AlphaScreen, 2 h; also: % is scaled to controls: 0 for no effect and ±100 for the full control effect; nearly all actives have a fitted effect of over 75% in size
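G9a (20 nM) was preincubated 15 min with compound, then reacted 2 h at room temperature with 500 nM biotin-H3K9 peptide and 20 µM SAM. Monomethyl-H3K9 detected by AlphaScreen using anti-H3K9me1 antibody.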
Starred values were filed as active, the others as inactive; ? = inconclusive; . = no result given; & = joins results of further samples; [ ] = another dose, or the depositor's remark. Calls follow the shape of the dose curve; as a rule, active = well fitted curve in the direction sought with a large enough effect; inconclusive = small, poorly fitted or top-dose-only effect, or another doubt; inactive = no such curve, though single readings can be large; an effect the other way counts as inactive or inconclusive. Potency is read from the fitted curve at half-maximal effect. Not all compounds are listed. The share of hits here may be higher or lower than overall.

SMILES	BLM helicase inh	Pol eta inh	Pol iota inh	BAZ2B inh	APE1 inh	Pol beta inh	JMJD2A Tudor	POLK inh	G9a inh
O=C(CCNC(=O)c1ccccc1Cl)OCC(=O)c1ccccc1	-2%	4%	3%	0%	-3%	-12%	-9%	8%	-3%
CCn1c(=O)c(-c2ccccc2)c(O)c2ccccc21	2%	-9%	7%	0%	-7%	0%	-9%	4%	6%
Cc1ccc(OCC(O)Cn2c(N3CCCCC3)nc3c2c(=O)[nH]c(=O)n3C)cc1C (stereo not given)	-3%	-23%	27%	-13%	-12%	60%	-17%	-4%	.
CCOC(=O)c1cnn(-c2nc(-c3cccc(F)c3)cs2)c1C(F)(F)F	-11%	-11%	15%	59%[activator]	-3%	1%	79%[activator]	-7%	278%[activator][59 µM]
Cc1ccc(NC(=O)Nc2nnc(Cc3ccc([N+](=O)[O-])cc3)s2)cc1C	0%	-1%	2%	13%	4%	14%	-16%	-19%	?
CCN1CCCc2cc(CN(CCN3CCOCC3)C(=S)Nc3ccc(C)cc3)ccc21	-3%	-14%	-22%	13µM*	-5%	-22%	?	-8%	13µM*
Cc1ccc2[nH]c(C(=O)Nc3ccccc3)cc2c1	-1%	-22%	18%	2%	.	?	6%	-10%	8%[59 µM]
COCC(=O)Nc1nnc(COc2ccc(Cl)cc2)s1	-11%	?	9%	11%	1%	3%	-4%	-4%	-3%[59 µM]
C=CCn1c(SCC(=O)Nc2ccc(N(C)C)cc2)nnc1-c1cccc(C)c1	-6%	-9%	1%	45µM*	-3%	22%	50µM*	-5%	7.9µM*
C1=CCC(/C=N/n2cnnc2)CC1 (stereo not given)	-1%	-11%	-6%	-5%	-2%	-23%	0%	-5%	3%[59 µM]
COCCNC(=S)N/N=C(\C)c1ccc(Cl)c(Cl)c1Cl	-4%	-18%	78%[activator]	?	-1%	-4%	-5%	-2%	37%
COc1ccc(C(=O)Nc2cc(C)c(NC(=O)c3ccccc3OC)cn2)cc1	0%	-30%	?	?	8%	?	-26%	-24%	-7%
O=C1c2[nH]nc(-c3ccccc3O)c2C(c2cccc(OCc3ccccc3)c2)N1CCO (stereo not given)	-2%	-18%	1%	-20%	.	?	-6%	-14%	2%[59 µM]
COCc1nc2ccccc2n1CCCOc1ccccc1	-3%	-25%	-13%	3%	1%	7%	12%	-14%	-8%[12.7 µM]
CN(C)S(=O)(=O)N1CCC(Oc2ccc(C(=O)NC3CCOC(C)(C)C3)cc2)CC1 (stereo not given)	0%	-9%	48%[activator]	-15%	67%[activator]	-1%	2%	8%	66%[activator]
COC(=O)c1cc2sc(Cl)cc2n1Cc1cc(C)ccc1C	-7%	-24%	35%[activator]	66%[activator]	.	0%	79%[activator]	3%	74%[activator][59 µM]
Cc1ccc(S(=O)(=O)Nc2cc3c(C(=O)O)c(C)oc3c3ccccc23)c(C)c1	-14%	?	94%[activator]	50µM*	41%[activator]	15%	?	-21%	50µM*
CCC(C(=O)OCC(=O)Nc1ccc(C)c(S(=O)(=O)N2CCOCC2)c1)c1ccccc1 (stereo not given)	.	-15%	5%	23%	-5%	.	-21%	-19%	0%[0.501 µM]
CC1(C)CC(=O)C=C(c2ccc3ccccc3c2)C1	.	-12%	-20%	15%	-14%	.	-15%	-13%	7%[0.501 µM]
CC(C)[C@H](NC(=O)c1ccccc1)C(=O)OCC(=O)c1ccccc1F	-4%	3%	92%[activator]	35%[activator]	3%	4%	-6%	-3%	-1%
Cc1nc2ccccc2c(=O)n1NC(=O)Cc1ccc(Br)cc1	0%	-12%	-15%	8%	-1%	-1%	-12%	11%	26%[12.7 µM]
CC1Cc2cc(S(=O)(=O)NCc3ccc(Cl)cc3)ccc2N1C(=O)C1CCC1 (stereo not given)	-2%	-7%	1%	7%	.	2%	-18%	-22%	7%[59 µM]
Cc1ccc(N(CC(=O)NCC2CCCO2)C(=O)CCC(=O)Nc2nccs2)cc1C (stereo not given)	1%	-18%	11%	-1%	-19%	10%	-8%	6%	28%
COc1ccc2c(c1OC)C(=O)N(c1nc(SC)n[nH]1)C2=O	-9%	3%	75%[activator]	6%	7%	3%	-10%	0%	.
CN(Cc1ccco1)C(=O)C1CCCN(c2ncnc3c2nc2n3CCCCC2)C1 (stereo not given)	0%	-6%	-29%	-26%	70%[activator]	4%	-3%	-12%	-5%
CCCC(C(=O)NCc1ccco1)N(C(=O)CNS(=O)(=O)c1ccccc1)c1ccc(OC)cc1 (stereo not given)	-5%	-18%	18%	?	6%	2%	-19%	-3%	?
CCOc1ccc(-c2nnn(CC(=O)Nc3cc(OC)cc(OC)c3)n2)cc1OCC	-5%	-1%	22%	-3%	1%	0%	-14%	12%	-7%
CC(=O)N/C(=C\c1ccccc1)C(=O)OCc1ccc(F)cc1	-1%	4%	19%	4%	46%[activator]	34%	-2%	-7%	58%[activator]
CCOC(=O)N1CCN(C(=O)c2ccc(Cl)c(NC(=O)c3cccs3)c2)CC1	.	6%	-3%	12%	-10%	.	-9%	3%	3%[12.7 µM]
CCn1c(SCC(=O)Nc2ccc(C(=O)OC)cc2)nc2cccnc21	-10%	-3%	-6%	3%	5%	8%	-8%	-13%	5%[59 µM]
COC(=O)c1ccccc1S(=O)(=O)Oc1ccc(-c2ccc(C(=O)O)cc2)cc1	0%	-12%	45%[activator]	-18%	-4%	9%	6%	6%	-7%
COC(=O)c1ccc(-c2cc3onc(-c4ccccc4)c3c(=O)n2C)cc1	.	-21%	32%	1%	13%	.	1%	13%	15%[2.33 µM]
Cc1ccccc1N(CC(=O)NCC1CCCO1)C(=O)CNS(=O)(=O)c1ccc(F)cc1 (stereo not given)	-1%	3%	72%[activator]	3%	22%	25%	-13%	-7%	-7%
COc1ccccc1C(CCN(Cc1ccccc1)C(C)=O)c1ccco1 (stereo not given)	-9%	-23%	-21%	?	14%	-17%	-22%	2%	21%[12.7 µM]
c1ccc(Oc2cccc(OCCCCSc3ncccn3)c2)cc1	-5%	-13%	-5%	444%[activator]	0%	25%	366%[activator]	3%	89%[activator][12.7 µM]
COc1ccc(/C(O)=C2/C(=O)C(=O)N(CCN3CCOCC3)C2c2cccnc2)cc1OC (stereo not given)	-2%	-13%	3%	-34%	11%	0%	?	-10%	?
CNC(=O)c1ccccc1-c1ccccc1	0%	-5%	4%	-1%	16%	12%	1%[11.4 µM]	-8%	0%[12.7 µM]
c1ccc(-n2c(-c3ccncc3)nnc2-c2ccco2)cc1	-1%	1%	8%	-3%	0%	27%	-10%	-10%	?
O=C(O/N=C1\C(=O)N(c2ccccc2)c2ccccc21)C1CC1	-14%	11%	49%[activator]	-4%	7%	10%	-15%	-1%	43%[activator]
COc1cc(C(C)=O)ccc1OCC(=O)c1cc(C)n(C2CC2)c1C	4%	4%	12%	?	-1%	20%	0%[57.1 µM]	-13%	-44%[59 µM]
Cn1nc(-c2ccc(C(=O)Nc3ccc(OC(F)(F)F)cc3)cc2)c2ccccc2c1=O	-4%	-19%	-6%	2%	.	-12%	0%	-4%[60.1 µM]	-5%[59 µM]
Cc1cc(C)cc(NS(=O)(=O)c2cc3[nH]c(=O)c(=O)[nH]c3cc2C)c1	2%&4%	-14%&-13%	7%&13%	7%&-2%	15%	1%&8%	-19%&-10%	-24%&-1%	-6%[59 µM]
Cc1ccc(C(=O)c2oc3ccc(Cl)cc3c2NC(=O)CN2CCN(C)CC2)cc1	62%[activator]	?	38%[activator]	25µM*	-4%	?	?	2%	79µM*
CC(=O)Nc1ccc(NC(=O)Nc2cccc(C)c2C)cc1	-6%	-3%	30%	10%	3%	-15%	-16%	-6%	2%
CCOC(=O)c1cc(-c2ccccc2)sc1N	-3%	-13%	42%[activator]	?	1%	-10%	?	-7%	8.9µM*
CCCN1C/C(=C/c2ccc3c(c2)OCO3)C(=O)/C(=C/c2ccc3c(c2)OCO3)C1	-1%	-18%	?	50µM*	-1%	-16%	22µM*	-19%	?
Cc1cccc(Oc2nc(-c3cccc([N+](=O)[O-])c3)nc3ccccc23)c1C	1%	-10%	15%	-7%	2%	-16%	-11%	-4%	-7%
NC(=O)CC(NC(=O)Cc1cccc2ccccc12)c1ccc(N2CCCCCCC2)c([N+](=O)[O-])c1 (stereo not given)	0%	-8%	-2%	?	2%	10%	-18%	-2%	.
O=C(NNC(=O)c1ccc2ccccc2c1)c1cccc(F)c1	.	-5%	24%	.	.	.	-22%	-1%	.
CC1(C)C2CCC1(CS(=O)(=O)NCCc1c[nH]c3ccccc13)C(=O)C2 (stereo not given)	-2%	-10%	27%	-36%	2%	2%	-25%	-10%	-20%

Reprinted from the listing (2 entries):
SMILES	BLM helicase inh	Pol eta inh	Pol iota inh	BAZ2B inh	APE1 inh	Pol beta inh	JMJD2A Tudor	POLK inh	G9a inh
CC(=O)N/C(=C\c1ccccc1)C(=O)OCc1ccc(F)cc1	-1%	4%	19%	4%	46%[activator]	34%	-2%	-7%	58%[activator]
CCOC(=O)N1CCN(C(=O)c2ccc(Cl)c(NC(=O)c3cccs3)c2)CC1	.	6%	-3%	12%	-10%	.	-9%	3%	3%[12.7 µM]

Continuation.
SMILES	BLM helicase inh	Pol eta inh	Pol iota inh	BAZ2B inh	APE1 inh	Pol beta inh	JMJD2A Tudor	POLK inh	G9a inh
O=C(CSc1nc2ccccc2n1S(=O)(=O)c1ccccc1)N1CCCC1	1%	-19%	10%	2%	0%	15%[57.1 µM]	-2%	-1%	50µM*
Cc1ccc(O)c(NC(=O)C2CCCN2C(=O)OCc2ccccc2)c1 (stereo not given)	-4%	-23%	41%[activator]	-28%	9%	6%	-18%	0%	3%
CC1CCC(C(C)C)C(OC(=O)CSc2n[nH]c(=O)[nH]c2=O)C1 (stereo not given)	-4%	-10%	-14%	-3%	2%	14%	-11%	-9%	-34%[59 µM]
Cc1ccnc(NS(=O)(=O)c2cc(-c3cc(C)no3)ccc2C(C)C)c1	-3%	5%	-14%	-24%	-12%	-13%	-19%	-30%	1%
COc1cc(C(c2sc3nc(C)nn3c2O)N2CC(C)CC(C)C2)cc(OC)c1OC (stereo not given)	4%	-13%	22%	2%	2%	-16%	-5%	0%	-3%[59 µM]
